Source: PubChem BioAssay
AID2073 – inhibitors of Mint1-CaV2.2 protein interaction, biochemical, HTRF (AID 2073); HTRF protein-protein interaction, Mint1-CaV2.2; higher % means a stronger effect; inhibition, % at 20 µM; hits with a dose series show IC50 in µM; actives 0.19% (n = 290,000); in the data active = inhibition mostly above about 51%, no sharp cut-off; inconclusive = no clear call, values can overlap the other calls; inactive = mostly below about 53%; also: some results filed as inactive read as strong as hits
HIV peptide binding – inhibitors of HIV fusion peptide binding, primary screen, biochemical, uHTS, fluorescence dequenching (AID 1986). cell-free peptide binding, fluorescence dequenching, 30 min; higher % means a stronger effect. one-dose inhibition, % at 20 µM; IC50 in µM for titrated hits. actives 0.3% (n = 290,000); in the data active = inhibition mostly above about 52%, no sharp cut-off; inactive = mostly below about 76%; also: some results filed as inactive read as strong as hits
Insulin prom up – MIN6 insulin promoter up-regulation; z-score at 5 µM; actives 0.3% (n = 190,000); MIN6 insulin promoter-GFP reporter, high-content imaging; hits give high values; AID 1625;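 active = z-score above 3 at 5 µM with at least 500 cells counted in the well; inconclusive = wells under 500 cells, flagged as cytotoxic or low count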
Autophagy mod – modulators of autophagy; AID 463193; MEF GFP-LC3 puncta imaging; test concentration mostly 10 µM; calls only at 10 µM (by protocol); actives 0.98% (n = 190,000);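 active = percentage of spot-positive cells more than 3 SD above its plate mean, without a fluorescence outlier flag or 80% toxicity; inconclusive = no clear call, values can overlap the other calls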;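 also: spot-positive cell cutoff set from DMSO-treated cells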
Dynein transport – blocks dynein driven cargo transport along microtubules; 3617.4 mouse cells, GR-EGFP nuclear translocation imaging; test concentration mostly 20 µM; stimulated with dexamethasone, 1 µM; hits give low values; z-score, hits read low; actives 0.47% (n = 220,000); AID 1381;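 active = plate z-score of nuclear minus cytoplasmic receptor signal below a set negative limit, without overly bright fluorescence or cell loss, cut at about -3.5 in these data, passing the limit was not always enough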;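 also: z-score of nuclear minus cytoplasmic ring GR-EGFP intensity difference per well; some compounds called inactive have numbers as strong as hits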
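Buffer or medium: Induction medium lacking tetracycline, stripped serum | Also added: Dexamethasone agonist, 1.0 µM final, for 30 min | Timing: 48 h induction, 1 h compound, 30 min dex at 37 °C | Detection: Formaldehyde fixation, Hoechst nuclear stain, 10x automated fluorescence imaging | Measure: Nuclear versus cytoplasmic GR-EGFP signal, averaged per well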
bCat nuc transl – beta-catenin nuclear translocation modulation | HeLa beta-catenin nuclear translocation, immunofluorescence imaging | nuclear translocation activity, % at 5 µM | actives 0.3% (n = 190,000) | AID 1665;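 active = nuclear translocation activity above 50% at 5 µM, with a well cell count of 50 or more; inconclusive = wells under 50 cells across six images, flagged as toxic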;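 also: per-cell ratio of nuclear to cytoplasmic median beta-catenin stain intensity; plate controls were DMSO negative control for no effect and GSK-3 inhibitor IX positive control for full effect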
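Test system: human HeLa cell line; Doses: 5 µM primary, 0.02–20 µM confirmation; Incubation: 24 h compound exposure, 37°C; Detection: beta-catenin immunofluorescence imaging with DAPI; Read-out: beta-catenin nuclear/cytoplasmic ratio, % activation.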
MT stabilize HCS – microtubule stabilizers in HeLa cells. AID 2205. % tubulin-high responders, % at 10 µM. HeLa tubulin immunostaining HCS, 24 h; share of cells brighter than vehicle mean+2SD. actives 0.83% (n = 200,000);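 active = plate Z-score above 3 for both tubulin-high and condensed-nucleus cell shares, with cell loss under 80%, at 10 µM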;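 also: anti alpha tubulin signal scored within the nucleus-defined area of each cell; some results filed as inactive read as strong as hits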
WT yeast gro inh – growth inhibition of WT yeast, mitochondrial fusion screen; mitochondrial fusion phenotypic screen, WT strain; inhibition, % at 10 µM; actives 2.1% (n = 190,000); AID 1362; in the data active = inhibition above about 58%; tested in S. cerevisiae
Yfh1-off respiration – enhancers of respiration in Yfh1-depleted yeast, dose response, Friedreich's ataxia, plus single-dose screen (AID 1465); S. cerevisiae Yfh1-off respiration, WST-1 reduction, 72 h; higher fold induction means a stronger effect; fold induction at 50 µM; hits with a dose series show EC50 in µM; actives 0.074% (n = 220,000);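 active = fold induction of absorbance versus untreated yeast above a set limit, then at least 30% activation at any dose in follow-up; inconclusive = repeats straddling the limit, or above it without dose testing; inactive = fold induction below the set limit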;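 also: activators that raise dye reduction in frataxin-depleted yeast; strong numbers were not always called active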
WT yeast gro inh mutant strain – second read-out of WT yeast gro inh, no call of its own (marks repeat the call); inhibition, %; mitochondrial fusion phenotypic screen, mutant strain inhibition
Dynein transport cytoplasmic EGFP – further read-out of Dynein transport, marked with its call; z-score; measured here: cytoplasmic GR-EGFP intensity; hits give high values
Dynein transport nuclear GR-EGFP – second read-out of Dynein transport, no call of its own (marks repeat the call); z-score; measured here: nuclear GR-EGFP intensity;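 lower value marks the stronger effect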
Dynein transport cell count – second read-out of Dynein transport, no call of its own (marks repeat the call); z-score; measured here: cell count per field
Insulin prom up cell count – also measured in Insulin prom up; calls as there; cell count; measured here: cytotoxicity, nuclei count;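 total cells summed across four imaged fields per well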
bCat nuc transl cell count 5 µM – further read-out of bCat nuc transl, marked with its call; cell count; measured here: cell count, cytotoxicity flag
MT stabilize HCS Hoechst-high % – also measured in MT stabilize HCS; calls as there; % Hoechst-high responders; measured here: nuclear condensation Hoechst responders;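 share of cells brighter than vehicle mean plus two SD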
MT stabilize HCS cytotoxicity % – further read-out of MT stabilize HCS, marked with its call; toxicity, %; measured here: cytotoxicity by cell density;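 0% = mean cell density of plate MIN control wells and 100% = no cells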
Autophagy mod cell loss 18 h – also measured in Autophagy mod; calls as there; toxicity, %; measured here: cell loss, nuclei count;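 cell loss after 18 h compound exposure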
* hit, by the source's call; i = inactive; ? = inconclusive; nt = not tested or not shown.

The line under a structure holds: Autophagy mod cell loss 18 h	Autophagy mod	Dynein transport cell count	bCat nuc transl cell count 5 µM	MT stabilize HCS cytotoxicity %	Yfh1-off respiration	WT yeast gro inh	Dynein transport cytoplasmic EGFP	AID2073	bCat nuc transl	Insulin prom up cell count	WT yeast gro inh mutant strain	MT stabilize HCS	Insulin prom up	Dynein transport	Dynein transport nuclear GR-EGFP	HIV peptide binding	MT stabilize HCS Hoechst-high %
#1 O=C(N/N=C/c1ccccc1O)c1cccc(C(F)(F)F)c1
    28	i	0.57	389	20	i	14	-0.24	6%	-3.8	nt	13	3.4	?	-0.11	0.046	-1.1%	1.2
#2 O=C(NCc1ccc2c(c1)OCO2)c1ccc2c(c1)OCO2
    nt	nt	-0.86	1298	nt	i	nt	-0.67	5%	1.2	960	nt	nt	1.6	0.75	0.23	-2.4%	nt
#3 O=c1oc2ccccc2cc1-c1nc(-c2cccs2)cs1
    4	i	-4.5	nt	0.2	i	25	nt	16%	nt	nt	26	1.3	nt	i	nt	-1.9%	1.0
#4 NC(=O)CC(NC(=O)Cc1cccc2ccccc12)c1ccc(NC2CCCCCC2)c([N+](=O)[O-])c1 (stereo not drawn)
    nt	nt	0.009	1374	nt	i	nt	-0.77	5%	-1.2	1036	nt	nt	-0.39	0.089	0.1	2.6%	nt
#5 CCOc1ccc(Cc2c(Cl)nc(SC)nc2N(C)C)cc1
    11	i	-0.051	907	77*	i	58	-0.22	1%	2.6	nt	-3	22*	nt	-0.2	-0.1	0.3%	17*
#6 COc1ccc2nc(C(C)O)[nH]c2c1 (stereo not drawn)
    6	i	0.14	1032	4.4	i	0	-0.2	-3%	-1.6	nt	-3	2.0	nt	-0.47	-0.19	-1.4%	2.2
#7 O=C(/C=C/c1ccco1)Oc1ccc(C(=S)N2CCOCC2)cc1
    -3	i	0.62	nt	6.8	i	-8	-0.25	-1%	nt	1308	-8	2.3	0.73	-0.23	-0.3	10%	2.9
#8 N#Cc1cn(CC(=O)NCc2cccnc2)c2ccccc12
    -7	i	-0.19	1127	4.2	i	-1	-0.21	4%	-2.0	1282	-17	3.6	-0.12	0.02	0.026	-0.5%	2.4
#9 CCCC(=O)Nc1nc(-c2ccc3c(c2)CCN3S(C)(=O)=O)cs1
    3	i	0.13	nt	5.4	i	5	-0.17	-10%	nt	nt	-1	2.5	nt	0.8	-0.53	-2.5%	1.4
#10 NS(=O)(=O)c1ccc(N=Nc2c(O)c(C(=O)O)cc3ccccc23)cc1
    nt	nt	-0.18	1205	nt	i	nt	0.87	20%	-2.4	1527	nt	nt	-0.13	-0.27	0.0087	27%	nt
#11 O=C(CCc1ccc(S(=O)(=O)N2CCOCC2)cc1)NCCc1ccccn1
    -5	i	0.17	1248	3.6	i	-1	-0.095	20%	2.6	1207	13	2.4	-0.32	0.0092	0.21	0.0%	1.4
#12 O=C(N1CCN(c2ccc(F)cc2)CC1)C1(c2cccs2)CCOCC1
    -3	i	0.36	1083	6.9	i	-18	0.034	-8%	-0.7	1539	-10	3.3	-0.37	-0.88	-0.32	-0.2%	2.6
#13 COC(=O)c1cnc(Oc2ccc(NC(=O)NC(=O)c3c(F)cccc3F)cc2)cc1C(F)(F)F
    nt	nt	0.68	1311	nt	i	nt	-0.23	9%	-0.1	1403	nt	nt	1.2	-1.2	-0.65	-0.5%	nt
#14 O=[N+]([O-])c1cc2oc3c(c2c(C=NCc2ccccc2)c1O)CCCC3
    12	i	0.64	536	0.3	i	14	2.2	22%	-2.3	1242	5	5.0	-0.08	-1.3	-0.2	41%	1.7
#15 Cc1cccc(N2CCN(C(=O)c3cn4ccccc4n3)CC2C)c1 (stereo not drawn)
    -1	i	0.022	1084	5.1	i	-4	-0.14	-4%	0.7	1205	-10	1.7	-0.53	0.38	0.28	-1.7%	1.9
#16 O=C(Nc1ccccc1)N1CCN(c2nc(-c3ccccc3)ns2)CC1
    nt	nt	-0.79	1254	nt	i	nt	-0.15	12%	-0.6	nt	nt	nt	nt	0.019	0.53	1.0%	nt
#17 CC(C)NC(=O)c1ccc2c(=O)n(C3CCCC3)c(=S)[nH]c2c1
    -5	i	0.018	1367	4.3	i	-18	-0.23	-31%	1.3	1291	-6	3.6	-0.87	-1.1	-0.43	-0.2%	2.5
#18 O=C(NCCc1ccccc1)c1n[nH]c2ccccc12
    -3	i	0.29	818	3.7	i	12	-0.26	-14%	18	1581	13	6.2	0.2	-0.9	-0.35	-2.1%	2.3
#19 CS(=O)(=O)N(CC(N)=O)c1ccc2c(c1)OCO2
    -1	i	0.99	1184	17	i	3	-0.037	-4%	-0.2	1387	-18	2.6	-0.79	-0.25	0.28	-2.9%	2.3
#20 Cc1cc(-c2nnc(SCC(=O)c3ccc(F)cc3)o2)no1
    -1	i	-1.5	903	10	i	-2	-0.029	12%	1.0	1365	8	3.4	0.04	0.85	0.6	0.4%	3.2
#21 Cc1cc(NC(=O)CSc2nnc(C)n2-c2ccccc2C)no1
    5	i	-0.65	1043	8.2	i	12	-0.15	-3%	-1.9	1586	-15	1.7	0.03	2.2	1.1	-1.4%	0.5
#22 COc1ccc(C(C)=O)cc1CSc1nc2cc(Cl)ccc2o1
    -5	i	1	1124	3.1	i	15	-0.18	-4%	3.2	1016	8	1.6	-0.24	-0.29	-0.061	5.1%	1.5
#23 CC(=O)O/N=C/c1c(C)c(C=O)n2ccccc12
    -3	i	0.14	1076	1.0	i	1	-0.25	2%	-0.5	1207	11	4.4	-0.21	-0.59	0.028	-0.9%	4.5
#24 C=CCn1c(COc2ccccc2C)nnc1SCC(=O)O
    -1	i	-0.13	446	25	i	-4	-0.064	-5%	1.2	1304	-4	3.2	-0.35	1.1	0.9	1.1%	1.5
#25 Cc1cc(C)nc(N/N=C/c2cc(Br)ccc2O)n1
    nt	nt	0.12	1351	nt	i	nt	-0.15	18%	-0.2	1158	nt	nt	-0.43	-0.14	0.047	-1.6%	nt
#26 COc1ccccc1-c1nnc(-c2ccc(N3CCOCC3)cc2)o1
    6	i	0.62	483	8.0	i	-2	-0.24	44%	0.2	nt	-4	3.4	nt	-0.19	-0.36	-2.0%	2.4
#27 CCC(=O)Nc1c(-c2ccc(OC)cc2)c(=O)c2ccccc2n1C
    10	i	0.82	1198	11	i	12	-0.34	16%	-2.6	1155	-6	6.0	-0.32	-0.78	-0.094	-1.0%	3.2
#28 Cc1cccc2cc(CN(CC3CCCO3)C(=O)c3cnccn3)c(=O)[nH]c12 (stereo not drawn)
    -2	i	0.24	1073	28	i	12	-0.21	-1%	-1.8	1287	19	2.1	0.22	-0.47	-0.33	2.2%	0.4
#29 O=C(Nc1ccc2nn(-c3ccccc3)nc2c1)c1ccc2c(c1)OCO2
    -5	i	0.36	nt	4.9	i	-11	-0.23	20%	nt	1276	5	2.5	0.63	-0.86	-0.21	2.3%	2.3
#30 CC(/C=C/c1ccco1)=N\NC(=O)c1cc(C)[nH]n1
    4	i	-0.51	989	4.3	i	11	-0.21	4.5µM*	-0.4	1922	20	3.9	-0.34	-0.23	-0.24	11%	1.6
#31 COC(=O)CN1C(=S)N(C)C(=O)/C1=C/c1cccs1
    -13	i	-0.4	1451	6.9	i	-9	-0.18	2%	0.3	1452	4	2.5	-0.51	0.8	0.0065	0.4%	2.8
#32 CCN(Cc1ccccc1)C(=O)C1CCN(CC2CC=CCC2)CC1 (stereo not drawn)
    -16	i	0.46	1089	5.4	i	9	-0.23	-2%	-2.1	1431	11	3.7	-0.77	0.64	0.39	2.6%	1.6
#33 C/C(Cn1nc([N+](=O)[O-])cc1C)=N\NC(=O)c1ccc(C(C)(C)C)cc1
    -21	i	0.5	nt	1.2	i	16	-0.19	-7%	nt	1050	14	1.4	-0.1	-0.091	0.2	1.7%	1.0
#34 FC(F)(F)C1CC(c2cccs2)Nc2ncnn21 (stereo not drawn)
    0	i	0.077	878	5.6	i	0	-0.34	-8%	-4.1	1393	1	5.7	0.32	-0.4	0.11	-1.3%	3.2
#35 COCCOC(=O)C1=C(C)NC(=O)NC1c1c(OC)ncnc1OC (stereo not drawn)
    6	i	0.99	1017	6.8	i	1	-0.19	-7%	-2.8	1368	2	3.2	-1.3	0.032	0.46	-3.2%	3.9
#36 COc1ccccc1N1CCN(/N=C/c2cccc(O)c2)CC1
    -7	i	-0.14	1535	7.0	i	-16	-0.12	15%	0.6	1042	-29	3.2	-0.13	-0.9	-0.62	1.3%	2.3
#37 Cc1ccc(-c2csc3nnc(SCC(=O)NCc4ccco4)n23)cc1
    -6	i	1.7	1134	8.5	i	10	-0.28	1%	-1.2	1860	11	3.0	-0.42	-1.2	-1.1	1.4%	2.7

Nos. 36 through 37 of the list above:
The line under a structure holds: Autophagy mod cell loss 18 h	Autophagy mod	Dynein transport cell count	bCat nuc transl cell count 5 µM	MT stabilize HCS cytotoxicity %	Yfh1-off respiration	WT yeast gro inh	Dynein transport cytoplasmic EGFP	AID2073	bCat nuc transl	Insulin prom up cell count	WT yeast gro inh mutant strain	MT stabilize HCS	Insulin prom up	Dynein transport	Dynein transport nuclear GR-EGFP	HIV peptide binding	MT stabilize HCS Hoechst-high %
#36 COc1ccccc1N1CCN(/N=C/c2cccc(O)c2)CC1
    -7	i	-0.14	1535	7.0	i	-16	-0.12	15%	0.6	1042	-29	3.2	-0.13	-0.9	-0.62	1.3%	2.3
#37 Cc1ccc(-c2csc3nnc(SCC(=O)NCc4ccco4)n23)cc1
    -6	i	1.7	1134	8.5	i	10	-0.28	1%	-1.2	1860	11	3.0	-0.42	-1.2	-1.1	1.4%	2.7

Rows are unselected; any-hit rate near 4.2%.
